TSHR antagonist: Antagonists of the Thyroid Stimulating Hormone Receptor: HTS campaign; Thyrotropin receptor (Homo sapiens), P16473; TSHR-expressing cells, TSH-stimulated cAMP HTRF, 2 h; active compounds read low; activity change, negative = inhibition, % at 11.5 µM; 0.2% of 330,000 active; AID 504810, 2011;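 active means activity change below a set negative limit, meaning inhibition stronger than a set level, cut at about -70% in these data; inconclusive means activity change between two set negative limits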; further: on the % scale 0 is the no-effect control and ±100 the full control effect
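Inhibition of cAMP made by TSHR-expressing cells under TSH stimulation (4nM final, EC80; 2 h, 37 deg C) is quantified with a one-step lysis HTRF kit, anti-cAMP cryptate versus cAMP-d2.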
USP2a inh: qHTS Assay for Inhibitors of Ubiquitin-specific Protease USP2a Using CHOP2 as the Reporter; USP2 core, Ub-CHOP2 coupled fluorogenic reporter, 485/531; Ubiquitin carboxyl-terminal hydrolase 2 (Homo sapiens), O75604; 0.01% of 330,000 active; AID 463254, 2010; Potency, µM (titrated, usually from 38.3 µM), without a hit: at the highest dose activity change, negative = inhibition, most hits filed as inhibitors;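 further: potency means the concentration at half of the fitted maximal effect; plate controls were DMSO wells for no effect and full inhibition by NEM control for full effect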
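Cell-free coupled assay: 10nM USP2 core preincubated 30min RT with compound in Tris-HCl pH 8.0/CaCl2/CHAPS buffer, then 25nM Ub-CHOP2 and 25nM reporter substrate; fluorescence (Ex 485/Em 531) read after 60min RT, normalized to NEM inhibition, concentration-response curves fitted.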
Eya2 inh: qHTS Assay for Inhibitors of the Phosphatase Activity of Eya2 | Protein phosphatase EYA2 (Homo sapiens), O00167 | recombinant Eya2, OMFP fluorescence dephosphorylation (OMFP is methylfluorescein phosphate) | Potency, µM (highest dose often 76.9 µM), for the others: at the highest dose activity, negative = inhibition, hits mostly inhibitors | 0.006% of 330,000 active; further: potency means the concentration at half of the fitted maximal effect; on the % scale 0 is the no-effect control and ±100 the full control effect
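Eya2 protein (added as 0.2 uM solution) was preincubated with compound for 10 min at ambient temperature in 50 mM HEPES pH 7.5, 50 mM NaCl, 5 uM MgCl2, 0.05% BSA, 1 mM DTT. OMFP (added at 50 uM) then reacted 10 min; fluorescence read at 485/525 nm.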
KCNH2 WT inh: qHTS for Inhibitors of KCHN2 3.1: Wildtype qHTS; 0.37% of 340,000 active; activity change, % at 1.84 µM; U2OS, BacMam KCNH2, thallium flux FluxOr; active compounds read low; Voltage-gated inwardly rectifying potassium channel KCNH2 (Homo sapiens), Q12809;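 active means maximum activity change below -70%; inconclusive means maximum activity change between -70% and -50%; inactive means maximum activity change above -50%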; further: on the % scale 0 is the no-effect control and ±100 the full control effect
Target sequence (Q12809 whole entry, looked up): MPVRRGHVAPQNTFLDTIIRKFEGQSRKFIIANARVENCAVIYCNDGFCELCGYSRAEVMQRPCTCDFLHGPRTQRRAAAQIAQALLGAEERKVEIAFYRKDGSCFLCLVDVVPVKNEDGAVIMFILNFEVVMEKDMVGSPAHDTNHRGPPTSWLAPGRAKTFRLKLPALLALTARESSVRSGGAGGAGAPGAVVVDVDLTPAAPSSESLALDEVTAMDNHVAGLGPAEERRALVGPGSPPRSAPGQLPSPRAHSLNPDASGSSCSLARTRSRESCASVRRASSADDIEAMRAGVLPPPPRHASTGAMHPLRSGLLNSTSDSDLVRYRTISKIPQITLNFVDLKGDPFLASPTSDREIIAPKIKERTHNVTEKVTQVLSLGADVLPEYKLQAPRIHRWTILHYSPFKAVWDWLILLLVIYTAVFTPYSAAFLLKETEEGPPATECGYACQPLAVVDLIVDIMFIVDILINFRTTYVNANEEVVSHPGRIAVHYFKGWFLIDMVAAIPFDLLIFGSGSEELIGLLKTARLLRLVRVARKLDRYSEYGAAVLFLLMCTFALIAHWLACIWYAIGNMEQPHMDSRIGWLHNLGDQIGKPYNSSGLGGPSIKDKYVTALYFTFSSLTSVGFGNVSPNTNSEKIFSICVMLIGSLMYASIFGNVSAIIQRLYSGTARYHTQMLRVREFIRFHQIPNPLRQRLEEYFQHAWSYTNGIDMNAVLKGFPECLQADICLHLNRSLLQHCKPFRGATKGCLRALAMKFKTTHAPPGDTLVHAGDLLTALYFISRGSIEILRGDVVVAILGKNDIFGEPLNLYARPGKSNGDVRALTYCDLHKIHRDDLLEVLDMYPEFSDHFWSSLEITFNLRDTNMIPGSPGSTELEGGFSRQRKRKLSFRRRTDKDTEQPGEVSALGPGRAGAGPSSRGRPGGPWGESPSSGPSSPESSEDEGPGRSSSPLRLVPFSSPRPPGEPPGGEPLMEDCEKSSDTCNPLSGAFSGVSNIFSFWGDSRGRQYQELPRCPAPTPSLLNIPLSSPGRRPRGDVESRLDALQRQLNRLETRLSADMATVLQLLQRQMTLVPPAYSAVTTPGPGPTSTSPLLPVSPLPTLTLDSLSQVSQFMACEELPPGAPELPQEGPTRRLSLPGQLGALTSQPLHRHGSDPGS
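U2OS cells transduced with wild-type KCNH2 virus are loaded with FluxOr dye for 45 min, and thallium flux is measured in kinetic reads before and after stimulation buffer. Rate constants are normalized to DMSO controls.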
TRPV1 ag: HTS Assay for Compounds that Act as Agonists of the Vanilloid Receptor 1; AID 540275, 2011; TRPV1-expressing cells, Fluo-8 calcium influx, agonist mode; 0.19% of 320,000 active; activation, % at 8.33 µM; Transient receptor potential cation channel subfamily V member 1 (Homo sapiens), Q8NER1; in the data active means activation above about 80%; inconclusive means between about 30% and that limit; further: 0% is about no effect
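Fluo-8 calcium influx in TRPV1-expressing cells, kinetic read (ex 480/em 520 nm). Compound added and read 3 min for agonist activity, followed by capsaicin at EC20 final and 2 min further read for enhancement.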
ELG1 repair inh: qHTS screen for small molecules that inhibit ELG1-dependent DNA repair in human embryonic kidney (HEK293T) cells expressing luciferase-tagged ELG1; HEK293T ELG1-luciferase reporter, luminescence, 16 h; DNA damage induced by 5-fluorouridine; 2.3% of 330,000 active; Potency, µM (titrated, usually from 46.1 µM), for the others: at the top dose activity change, negative = inhibition, usual class: inhibitors; further: potency means the concentration at half of the fitted maximal effect; on the % scale 0 is the no-effect control and ±100 the full control effect; nearly all actives have a fitted effect of over 55% in size
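Quantitative HTS, concentration-response format. 2,000 cells/well co-treated with 5-fluorouridine and compound, 16 hr in 5% CO2 at 37 °C; ONE-Glo luminescence read after 30 min.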
Mito fusion act: qHTS Assay for Small Molecule Inhibitors of Mitochondrial Division or Activators of Mitochondrial Fusion | 0.23% of 320,000 active | Potency, µM (series often up to 46.1 µM), inactives show at the highest dose growth rescue (activation), usual class: activators | S. cerevisiae fusion-defective mutant growth rescue, CellTiterGlo 48 h;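 further: potency means the concentration at half of the fitted maximal effect; % of control where 0% means no effect; nearly all actives have a fitted effect of over 45% in size; temperature-sensitive fusion mutants such as fzo1-1 at 37 °C on non-fermentable ethanol glycerol medium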
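Luminescent cell viability in 1536-well qHTS format served as the measure of rescued growth in ts fusion-mutant S. cerevisiae cultured on non-fermentable YPEG for 48 hours at 37C.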
KCNH2 3.1 block: qHTS for Inhibitors of KCHN2 3.1: Mutant qHTS. Potassium voltage-gated channel subfamily H member 2, brain isoform KCNH2 3.1 (human). U2OS KCNH2 3.1, thallium flux FluxOr; active compounds read low. activity change, % (tested at about 1.8 µM). 0.95% of 340,000 active;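 active means maximum activity change below -70%; inconclusive means maximum activity change from -70% to -50%; inactive means maximum activity change above -50%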;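 further: thallium influx rate constant from kinetic fluorescence after stimulation buffer; on the % scale 0 is the no-effect control and ±100 the full control effect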
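Virally transduced U2OS (3.1 isoform, 4 h infection in dark at RT) → overnight 37 C → FluxOr + Red40 in HBSS/HEPES, 45 min → stimulation buffer, 2 min kinetic read → rate constant vs DMSO controls.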
TCR act: Activators of T cell receptors: qHTS campaign. 330,000 tested, under 10 active. Potency, µM (highest dose often 9.22 µM), for the others: at the top dose activation of IL-2 secretion, hits mostly activators. AID 504894, 2011. primary human leukocytes, anti-CD3, IL-2 HTRF, 48 h; further: % of control where 0% means no effect
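1) Mix primary human leukocytes, a-CD3 beads and compound. 2) Incubate 48 hr. 3) Add HTRF IL-2 reagents (a-IL-2-K, a-IL-2-d2).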
A-T KAP1 phos: qHTS Assay for Identifying a Potential Treatment of Ataxia-Telangiectasia; […] A-T fibroblasts, KAP-1 phosphorylation AlphaLISA; neocarzinostatin DNA damage 30 min before lysis; Potency, µM (titrated, usually from 57.5 µM), for the others: at the highest dose activation, usual class: activators; 0.19% of 320,000 active; further: potency means the concentration at half of the fitted maximal effect; % of control where 0% means no effect; nearly all actives have a fitted effect of over 45% in size
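hTERT-immortalized A-T patient fibroblasts ([…]), 500 cells/well in OPTI-MEM, 1% FBS, got compounds for 60 min, then NCS for 30 min at 37C. Lysates were then assayed for phospho-KAP-1 by AlphaLISA (anti-pKAP1 donor, anti-KAP1 acceptor beads), 6 hr at 25C.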
Numbers without * were called inactive; u = inconclusive; x = no result given; [ ] = dose if it differs, or a comment. Unless noted, the call rests on the fitted dose curve; in most records, active means well fitted curve in the direction sought with a large enough effect; inconclusive means small, poorly fitted or top-dose-only effect, or another doubt; inactive means no such curve, though single readings can be large; an effect the other way counts as inactive or inconclusive. A portion of the library (hit frequency here may not be typical).

#	molecule	ELG1 repair inh	TRPV1 ag	Mito fusion act	TCR act	KCNH2 3.1 block	Eya2 inh	KCNH2 WT inh	USP2a inh	A-T KAP1 phos	TSHR antagonist
1	O=C(O)Cc1sc(-c2ccccc2)nc1-c1ccccc1	12%	x	2%	-6%	1	16%	2	0%	-6%	-8
2	N#CCC(=O)Nc1ccc(C(=O)NCc2cccc(Cl)c2)cc1	-8%	1	9%	3%	12	-9%	-20	-1%	7%	1
3	Cc1c(N=Cc2c(O)n(C)c(=O)c3ccccc23)c(=O)n(-c2ccccc2)n1C	-12%	-3	1%	-2%	-8	-4%	4	1%	0%	-9
4	O=C(Nc1ccc(N2CCCC2)cc1)c1ccc(Cl)cc1Cl	u	0	-9%	2%	3	1%	-2	0%	u	23
5	COc1ccc2nc(NC(=O)CN3C(=O)NC4(CCCCC4)C3=O)sc2c1	6%	2	1%	-1%	-6	6%	-12	-1%	5%	5
6	CN1CCN(C(=O)/C=C/c2cccc(Cl)c2)CC1	5%	21	-3%	1%	9	1%	-2	0%	1%	11
7	CCN(CC(=O)NCc1cccs1)C(=O)c1ccc(S(=O)(=O)Nc2ccccc2C)cc1	-2%	10	1%	-6%	-6	11%	-1	-1%	9%	-1
8	O=C1c2[nH]nc(-c3ccccc3O)c2C(c2cccc(O)c2)N1Cc1ccco1 (configuration not stated)	-9%	0	-1%	-4%	4	-18%	9	5%	4%	9
9	COC(=O)[C@]1(C)CCC[C@@]2(C)C3CC[C@@]4(C)C[C@]3(CCC21)CC(=O)N4 (some centres not stated)	4%	15	-16%	3%	-2	5%	-10	0%	4%	0
10	Cc1cc(C)c2nc3s/c(=C/c4ccc5c(c4)n(C)c(=O)n5C)c(=O)n3c2c1	18%	2	0%	x	x	-20%	x	0%	-2%	1
11	Cc1cccc(OCC(=O)NCc2cc(C)nc3ccccc23)c1	15µM*	-1	-1%	-13%	0	-9%	-2	-7%	10%	1
12	Cc1c(C#N)c2ccccc2n1CC(=O)N1CCCc2ccccc21	u	-5	1%	-1%	0	17%	2	0%	2%	0
13	Cc1nnc(SCc2ccccc2Cl)n1CC1CCCO1 (configuration not stated)	7%	x	-1%	5%	1	5%	0	-2%	-2%	28
14	CCOc1ccc(C(=O)NC(=S)NCc2cccnc2)cc1[N+](=O)[O-]	u	0	-18%	-4%[46.1 µM]	-26	0%	1	3%	1%	-1
15	C/C(CC(=O)Nc1ccccn1)=N\NC(=O)c1ccccc1O	u	3	u	9%	16	-6%	-6	-1%	-2%	-5
16	COc1ccc(C(=O)NC(Nc2ccccc2)C(Cl)(Cl)Cl)cc1 (configuration not stated)	6%	25	4%	2%	-11	3%	-10	-1%	-1%	6
17	Cc1ccc(C)c(SCc2noc(C(=O)NC(C)C)c2C(=O)O)c1	-1%	-2	1%	1%	3	-5%	-22	0%	-5%	-3
18	COC(=O)c1scc(S(C)(=O)=O)c1-n1cccc1	4%	0	0%	5%	-8	8%	-2	0%	-12%	4
19	CCC1(C)N=c2c(c(=O)n(C)c(=O)n2C)=NO1 (configuration not stated)	-3%	-4	-3%	-2%	x	3%	13	1%	2%	14
20	O=C(O)c1cc(S(=O)(=O)Nc2cccc(Oc3ccccc3)c2)ccc1Br	u	0	-1%	0%	-13	8%	-7	-3%	2%	16
21	O=C(C1CCN(S(=O)(=O)c2ccccc2)CC1)N1CCN(Cc2ccc3c(c2)OCO3)CC1	0%	4	1%	0%	10	15%	-12	0%	4%	-7
22	COc1ccc(Nc2nc(N)nc(SCc3nnc(C)s3)n2)cc1	u	1	3%	-1%	-7	2%	0	1%	4%	-9
23	CCOC(=O)c1c(NC(=O)CSc2nnc(CN3CCOCC3)n2C)sc2c1CCCC2	7%	-7	-3%	-3%	5	-31%	9	-3%	6%	-5
24	Cc1ccc(Cl)cc1NS(=O)(=O)c1ccc2oc(=O)ccc2c1	6%	5	15%	-4%	6	-9%	-8	-2%	8%	9
25	O=C(Nc1cc(S(=O)(=O)N2CCOCC2)ccc1N1CCOCC1)c1cn2ccccc2n1	-23%	1	3%	1%	-19	5%	-5	1%	8%	27
26	O=C(N1CCCC1)N1CCN(c2ncnc3c(-c4ccc(Cl)cc4)nsc23)CC1	u	-2	9%	x	x	12%	x	3%	2%	-7
27	O=C(NCc1cccnc1)C1CCN(c2ccc(S(=O)(=O)N3CCOCC3)cc2Cl)CC1	16µM*	25	2%	2%	-16	0%	-9	0%	1%	-8
28	O=C(CN1C(=O)C2CCCCC2C1=O)Nc1cc([N+](=O)[O-])ccc1F (configuration not stated)	0%	0	-3%	12%	-1	-25%	2	1%	1%	0
29	CC(=O)c1cccc(NC(=O)CN(C)S(=O)(=O)c2cccc3nsnc23)c1	4%	-4	2%	-7%	5	-8%	9	6%	0%	8
30	Cc1ccnc(SCC(=O)c2cc3ccccc3o2)n1	u	3	2%	-15%	-2	15%	-5	3%	7%	7
31	Cc1nnc(C)c2c(C)n(-c3cccc4cccnc34)c(C)c12	1%	0	9%	x	x	-6%	x	2%	0%	6
32	CC(=O)Nc1c(O)nc(SC/C=C/CSc2nc(O)c(NC(C)=O)c(=O)[nH]2)[nH]c1=O	4%	-2	9%	2%	-4	10%	-3	3%	-3%	-4
33	CCCOc1ccc(C(=O)Nn2c(C)nc3ccccc3c2=O)cc1	-7%	1	13%	0%	2	-18%	-6	1%	1%	-5
34	O=C(NCC(c1ccco1)N1CCCC1)c1ccc(Cl)c(S(=O)(=O)N2CCc3ccccc32)c1 (configuration not stated)	u	1	3%	4%	-77*	-28%	-20	-3%	-1%	-36
35	CCOC(=O)c1sc(NC(=O)C(C)Sc2nc(N)cc(=O)[nH]2)nc1C (configuration not stated)	2%	1	2%	3%	18	8%	-3	3%	-2%	0
36	COC(=O)c1c(C(=O)OC)c2n(c1C)Cc1ccccc1C2	u	-1	-4%	-4%	-6	-6%	4	6%	-5%	-20
37	Cc1cc(SCc2ccc(F)cc2)nc(=O)[nH]1	u	-2	2%	0%	-23	-5%	-6	3%	-1%	32
38	NC(=S)NNC(=O)c1cccc(Cl)c1	2%	-2	15%	6%	4	0%	0	-1%	9%	-2

Copied from above: entries 32 to 38
#	molecule	ELG1 repair inh	TRPV1 ag	Mito fusion act	TCR act	KCNH2 3.1 block	Eya2 inh	KCNH2 WT inh	USP2a inh	A-T KAP1 phos	TSHR antagonist
32	CC(=O)Nc1c(O)nc(SC/C=C/CSc2nc(O)c(NC(C)=O)c(=O)[nH]2)[nH]c1=O	4%	-2	9%	2%	-4	10%	-3	3%	-3%	-4
33	CCCOc1ccc(C(=O)Nn2c(C)nc3ccccc3c2=O)cc1	-7%	1	13%	0%	2	-18%	-6	1%	1%	-5
34	O=C(NCC(c1ccco1)N1CCCC1)c1ccc(Cl)c(S(=O)(=O)N2CCc3ccccc32)c1 (configuration not stated)	u	1	3%	4%	-77*	-28%	-20	-3%	-1%	-36
35	CCOC(=O)c1sc(NC(=O)C(C)Sc2nc(N)cc(=O)[nH]2)nc1C (configuration not stated)	2%	1	2%	3%	18	8%	-3	3%	-2%	0
36	COC(=O)c1c(C(=O)OC)c2n(c1C)Cc1ccccc1C2	u	-1	-4%	-4%	-6	-6%	4	6%	-5%	-20
37	Cc1cc(SCc2ccc(F)cc2)nc(=O)[nH]1	u	-2	2%	0%	-23	-5%	-6	3%	-1%	32
38	NC(=S)NNC(=O)c1cccc(Cl)c1	2%	-2	15%	6%	4	0%	0	-1%	9%	-2

Screens from PubChem BioAssay.
